Screening data from PubChem.
ATG4B inhibitor = inhibitors of human ATG4B cysteine protease | Q9Y4P1 | ATG4B cleavage of LC3-PLA2, NBD-HPC fluorescence, 1 h | inhibition, % at 8.33 µM | 0.51% of 340,000 active; in the data active = inhibition above about 40%
Target sequence (Q9Y4P1 whole entry, looked up): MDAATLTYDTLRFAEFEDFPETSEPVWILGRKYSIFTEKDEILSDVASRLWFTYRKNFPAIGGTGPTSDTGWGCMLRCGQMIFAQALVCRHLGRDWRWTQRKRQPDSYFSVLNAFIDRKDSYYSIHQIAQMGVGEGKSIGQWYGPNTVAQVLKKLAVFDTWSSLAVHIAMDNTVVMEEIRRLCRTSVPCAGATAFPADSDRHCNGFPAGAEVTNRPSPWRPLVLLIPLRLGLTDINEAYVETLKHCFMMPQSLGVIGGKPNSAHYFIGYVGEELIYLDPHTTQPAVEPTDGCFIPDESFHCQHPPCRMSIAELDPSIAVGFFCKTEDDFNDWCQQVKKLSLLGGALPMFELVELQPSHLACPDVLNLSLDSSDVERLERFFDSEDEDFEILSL
hIAP act = human IAP activation; P09923; purified human IAP, CDP-Star luminescence, 30 min; hits give high values; 1 = vehicle-only enzyme, 0 = enzyme-free background; activation factor at 10 µM; 0.16% of 330,000 active; AID 2524;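 active = activation factor of the enzyme at least 2-fold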; also: the source names both 10 and 20 µM as test concentration; values of inactives mirror those of a sister screen read the other way
Target sequence (P09923 whole entry, looked up): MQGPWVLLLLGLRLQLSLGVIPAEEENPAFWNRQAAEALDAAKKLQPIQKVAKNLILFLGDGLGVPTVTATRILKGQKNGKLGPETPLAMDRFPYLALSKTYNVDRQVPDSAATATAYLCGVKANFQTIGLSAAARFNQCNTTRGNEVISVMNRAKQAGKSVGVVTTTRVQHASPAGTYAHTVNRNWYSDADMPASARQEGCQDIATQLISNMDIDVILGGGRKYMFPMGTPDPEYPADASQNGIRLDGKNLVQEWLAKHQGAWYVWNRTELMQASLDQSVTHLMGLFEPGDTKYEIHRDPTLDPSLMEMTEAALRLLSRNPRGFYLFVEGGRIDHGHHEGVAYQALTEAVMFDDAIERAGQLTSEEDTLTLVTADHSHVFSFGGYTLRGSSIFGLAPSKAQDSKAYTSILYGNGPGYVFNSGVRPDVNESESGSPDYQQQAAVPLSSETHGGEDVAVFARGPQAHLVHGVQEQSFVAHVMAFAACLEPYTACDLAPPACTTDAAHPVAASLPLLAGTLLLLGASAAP
mIAP block = blocks mouse intestinal alkaline phosphatase; purified mouse IAP, CDP-Star luminescence, 30 min; inhibition, % at 10 µM; 0.2% of 330,000 active;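 active = inhibition of at least 40% at 10 µM in the primary screen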;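 also: plate controls were DMSO with enzyme for no effect and no enzyme wells for full effect; values of inactives mirror those of a sister screen read the other way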
mIAP act = mouse IAP activation. 0.24% of 330,000 active. AID 2805. activation factor at 10 µM. muIAP, CDP-Star luminescence, 30 min; hits give high values; 1 = vehicle-only enzyme signal, 0 = enzyme-free wells;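 active = activation factor of at least 2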; also: the source names both 10 and 20 µM as test concentration; values of inactives mirror those of a sister screen read the other way
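Assay system: mouse IAP enzyme; reagent: chemiluminescent substrate CDP-Star; dosing: test compounds delivered from DMSO solution; schedule: 30 min at room temperature; measured by: luminescence from enzymatic CDP-Star hydrolysis; controls: DMSO-only wells and no-enzyme negative control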
hIAP block = human IAP inhibition | P09923 | inhibition, % at 10 µM | AID 2544 | purified IAP, CDP-Star luminescence, 30 min | 0.12% of 330,000 active;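 active = inhibition reaching a set limit with compound at 10 µM in the primary screen, cut at about 35% in these data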;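 also: plate controls were DMSO wells with enzyme for no effect and no-enzyme buffer wells for full effect; values of inactives mirror those of a sister screen read the other way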
Apaf1 inhib = inhibitors of human Apaf-1 apoptosome; reconstituted apoptosome caspase-3 activity, DEVD-Rh110 fluorescence; AID 489030; O14727; inhibition, % at 20 µM; 0.71% of 330,000 active; active = inhibition of at least 40% at 20 µM;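 also: plate controls were DMSO wells for no effect and DEVD-CHO caspase inhibitor wells for full effect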
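Material: reconstituted apoptosome with Apaf-1, cytochrome c, caspase-9, procaspase-3, dATP. Technique: Rh110 fluorescence intensity. Buffer or medium: pH 7.5 Hepes buffer with CHAPS, BSA, DTT. Times: 30 min plus 50 min, RT.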
NLRP3 yeast inh = inhibitors of NALP3 inflammasome in yeast. Yeast reconstituted NLRP3/ASC/caspase-1, beta-gal luminescence, 24 h. inhibition, % at 10 µM. 0.39% of 330,000 active. AID 2825;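 active = inhibition of 50% or more; inactive = inhibition below 50%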;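 also: plate controls were induced DMSO wells for no effect and uninduced yeast grown without galactose for full effect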
TIM10 inh = inhibits growth of TIM10 yeast strain. S. cerevisiae TIM10 strain growth, BacTiter-Glo luminescence, 24 h. inhibition, % at 10 µM. 1.4% of 330,000 active;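 active = inhibition of 40% or more at the single tested concentration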;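 also: wild-type TIM10 isogenic control strain grown at permissive 25 °C; 0% = DMSO yeast wells and 100% = minimal medium wells without yeast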
tim10-1 inh = inhibits growth of tim10-1 mutant yeast; AID 463190; 2.2% of 330,000 active; inhibition, % at 20 µM; S. cerevisiae tim10-1 ts strain growth, BacTiter-Glo, 24 h;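 active = inhibition of at least 40%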;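 also: mutant grown at 25 °C; 0% = DMSO wells with yeast and 100% = wells holding no yeast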
* = called active by the depositor; nt = not tested or not shown.

SMILES	ATG4B inhibitor	hIAP act	mIAP block	mIAP act	hIAP block	Apaf1 inhib	NLRP3 yeast inh	TIM10 inh	tim10-1 inh
O=C(Nc1cccc(-c2cn3cccnc3n2)c1)c1cccs1	13	1.1	0	1	-13	2	6	-9	1
O=C1C(=O)N(c2ccccc2)C(c2ccccc2[N+](=O)[O-])/C1=C(\O)c1ccccc1 (stereo not given)	-5	0.89	-4	1	11	10	25	-6	15
OCCNCCCCCOc1ccc(F)cc1	6	0.8	-6	1.1	20	-6	3	2	-11
Cc1ccc(Cc2cnc(NC(=O)c3ccco3)s2)cc1	17	1	3	0.97	-2	-1	22	40	-4
CC(C)(C)OC(=O)C[C@@H]1C/C=C\C[C@@H](CC(=O)N[C@@H](CO)Cc2ccccc2)C(=O)NCCOC1=O	-3	1	-2	1	-1	-11	1	9	8
CCOc1ccc(/C=C2/Sc3ccc(C(=O)N4CCN(C(=O)c5ccco5)CC4)cc3N(C)C2=O)cc1OC	nt	0.9	11	0.89	10	-6	13	12	10
COc1ccc(Br)cc1C1SCCN1S(C)(=O)=O (stereo not given)	-3	1	-2	1	-3	-5	19	-11	9
O=C(NNC(=O)c1cc(OCC(F)(F)F)ccc1OCC(F)(F)F)c1cccc(C(F)(F)F)c1	15	0.99	3	0.97	1	-5	23	1	26
CCOC(=O)CSCC(=O)Nc1c(C(=O)C2CC2)oc2ccccc12	-3	0.8	1	0.99	20	0	16	25	32
Cc1cccc(NCC(=O)N/N=C/c2ccc(Br)cc2)c1	5	1	-8	1.1	-4	20	20	-7	-7
O=C(CSC1=NC(=O)C(c2ccccc2)C(=O)N1)Nc1cccc(Cl)c1 (stereo not given)	3	1	11	0.89	-3	-10	12	4	-9
O=C1C(C2=C(O)c3ccccc3C2=O)=Nc2ccccc21	-14	0.94	11	0.89	6	66*	-6	56*	51*
C[C@H](NC(=O)Cn1cncn1)c1ccccc1	-6	1.1	6	0.94	-7	-11	-4	-5	9
CCCc1nn2c(=O)cc(CSCC(=O)Nc3ccc(C)cc3)nc2s1	-1	1	-2	1	-2	7	15	-3	0
COc1ccc(CCN2C(=O)CN=C2Nc2ccc(F)cc2)cc1OC	5	0.96	-6	1.1	4	12	8	-15	6
NCC(c1ccccc1)(c1ccccc1)c1ccccc1	-4	0.97	4	0.96	3	2	-63	1	-62
COc1ccc(N(CC(=O)Nc2cc(OC)ccc2OC)S(=O)(=O)c2c(C)noc2C)cc1	8	0.83	-1	1	17	11	7	1	30
O=C(Nc1cccc(F)c1)Nc1ccc2c(c1)C(=O)OC2	-2	1	-34	1.3	-1	6	-2	8	-3
CN(C)c1ccc(NC(=O)CN2C3CCCC2CC(NC(=O)c2ccccc2)C3)cc1 (stereo not given)	-2	1.1	-5	1	-6	15	17	-17	-28
Cc1cc(C)nc(-n2nc(C)c(C3(O)C(=O)Nc4ccc(F)cc43)c2N)n1 (stereo not given)	-10	0.81	-8	1.1	19	6	17	-12	8

3 entries already listed, sorted by their value in mIAP act, ascending:
SMILES | ATG4B inhibitor | hIAP act | mIAP block | mIAP act | hIAP block | NLRP3 yeast inh | TIM10 inh | tim10-1 inh
NCC(c1ccccc1)(c1ccccc1)c1ccccc1 | -4 | 0.97 | 4 | 0.96 | 3 | -63 | 1 | -62
Cc1cc(C)nc(-n2nc(C)c(C3(O)C(=O)Nc4ccc(F)cc43)c2N)n1 (stereo not given) | -10 | 0.81 | -8 | 1.1 | 19 | 17 | -12 | 8
O=C(Nc1cccc(F)c1)Nc1ccc2c(c1)C(=O)OC2 | -2 | 1 | -34 | 1.3 | -1 | -2 | 8 | -3

More records.
SMILES	ATG4B inhibitor	hIAP act	mIAP block	mIAP act	hIAP block	Apaf1 inhib	NLRP3 yeast inh	TIM10 inh	tim10-1 inh
CCc1cc2c(SCc3ccc(C(=O)OC)o3)ncnc2s1	-1	1	9	0.91	-2	18	15	-17	20
N/C(Cc1ccc([N+](=O)[O-])cc1)=N\OC(=O)COc1ccccc1Cl	-1	0.88	4	0.96	12	4	22	23	34
CCCCCCSc1ccc(-c2nc3ccc(Cl)cn3c2NCCCC)cc1OC	-1	1.4	-1	1	-38	39	21	3	25
O=S(=O)(NCC1CCCO1)c1cnc(Cl)c(Br)c1 (stereo not given)	-10	0.99	3	0.97	1	-9	18	0	9
Clc1nc2ccccc2cc1-c1nnn(-c2ccccc2)n1	7	0.83	10	0.9	17	9	24	6	0
COc1cc(C(=O)N2CCN(CCCc3ccccc3)CC2)cc(OC)c1OC	-6	1	-3	1	-2	-6	2	0	-8
COc1ccc(C(=O)COC(=O)CN2C(=O)NC3(CC(C)CC(C)(C)C3)C2=O)c(OC)c1 (stereo not given)	0	0.97	4	0.96	3	8	4	11	15
CC(Oc1ccccc1)C(=O)Nc1nnc(C2CCCCC2)s1 (stereo not given)	2	1.2	5	0.95	-18	9	32	-1	-7
Cc1ccc(C(=O)CN(CCCC(N)=O)S(=O)(=O)c2ccc([N+](=O)[O-])cc2)cc1	-10	0.98	4	0.96	2	3	-4	2	1
CC(O)CNc1ccc([N+](=O)[O-])cc1S(=O)(=O)N1CCOCC1 (stereo not given)	12	1.1	-7	1.1	-10	3	0	-24	8

Next section, overlapping the part above by seven compounds.
SMILES	ATG4B inhibitor	hIAP act	mIAP block	mIAP act	hIAP block	Apaf1 inhib	NLRP3 yeast inh	TIM10 inh	tim10-1 inh
O=S(=O)(NCC1CCCO1)c1cnc(Cl)c(Br)c1 (stereo not given)	-10	0.99	3	0.97	1	-9	18	0	9
Clc1nc2ccccc2cc1-c1nnn(-c2ccccc2)n1	7	0.83	10	0.9	17	9	24	6	0
COc1cc(C(=O)N2CCN(CCCc3ccccc3)CC2)cc(OC)c1OC	-6	1	-3	1	-2	-6	2	0	-8
COc1ccc(C(=O)COC(=O)CN2C(=O)NC3(CC(C)CC(C)(C)C3)C2=O)c(OC)c1 (stereo not given)	0	0.97	4	0.96	3	8	4	11	15
CC(Oc1ccccc1)C(=O)Nc1nnc(C2CCCCC2)s1 (stereo not given)	2	1.2	5	0.95	-18	9	32	-1	-7
Cc1ccc(C(=O)CN(CCCC(N)=O)S(=O)(=O)c2ccc([N+](=O)[O-])cc2)cc1	-10	0.98	4	0.96	2	3	-4	2	1
CC(O)CNc1ccc([N+](=O)[O-])cc1S(=O)(=O)N1CCOCC1 (stereo not given)	12	1.1	-7	1.1	-10	3	0	-24	8
CC(=O)Nc1cccc(NC(=O)c2ccc(C)c([N+](=O)[O-])c2)c1	-5	0.96	7	0.93	4	-5	-2	2	6
Cc1ccc(S(=O)(=O)N2N=C3CCCCC3C2(O)C(F)(F)F)cc1 (stereo not given)	10	0.92	-3	1	8	0	17	-1	-3
COC(C/C=C/[C@@H](O)[C@H](C)OCc1ccccc1)OC	-8	0.98	7	0.93	2	0	11	14	13
CC1(C)C(=O)N(c2ccccc2Cl)C(=O)c2ccccc21	-6	1	-10	1.1	0	10	33	24	-2
O=C1CC(c2ccccc2)c2c(O)cc(O)cc2O1 (stereo not given)	-6	0.94	-3	1	6	-1	0	7	9
O=C1N/C(=C/c2ccc(Br)cc2)C(O)=C1C=NCc1ccccc1	-14	0.97	7	0.93	3	-9	0	-10	8
COC(=O)c1ccc(CN2[C@H](C(=O)OC)C[C@@]3(O)[C@H](O)[C@H](O)[C@H](O)C[C@@H]23)cc1	2	1	4	0.96	-3	-8	1	1	6
COc1cccc(SCc2noc(C(=O)NCC3CC3)c2C(=O)NCC2CC2)c1	-3	0.86	11	0.89	14	9	36	-2	16
COC(=O)c1ccc(CN2C(=O)C3CCCCC3C2=O)o1 (stereo not given)	-2	0.86	13	0.87	14	1	9	7	4
Nc1ncnc2c1ncn2[C@@H]1O[C@H](CNCc2ccc(-c3cc(C(F)(F)F)ccc3Cl)o2)[C@@H](O)[C@H]1O	-1	nt	-3	1	nt	8	nt	1	9

As a short view, part of the list above:
SMILES	ATG4B inhibitor	hIAP act	mIAP block	mIAP act	hIAP block	Apaf1 inhib	NLRP3 yeast inh	TIM10 inh	tim10-1 inh
CC(=O)Nc1cccc(NC(=O)c2ccc(C)c([N+](=O)[O-])c2)c1	-5	0.96	7	0.93	4	-5	-2	2	6
Cc1ccc(S(=O)(=O)N2N=C3CCCCC3C2(O)C(F)(F)F)cc1 (stereo not given)	10	0.92	-3	1	8	0	17	-1	-3
COC(C/C=C/[C@@H](O)[C@H](C)OCc1ccccc1)OC	-8	0.98	7	0.93	2	0	11	14	13
CC1(C)C(=O)N(c2ccccc2Cl)C(=O)c2ccccc21	-6	1	-10	1.1	0	10	33	24	-2
O=C1CC(c2ccccc2)c2c(O)cc(O)cc2O1 (stereo not given)	-6	0.94	-3	1	6	-1	0	7	9

Next part:
SMILES	ATG4B inhibitor	hIAP act	mIAP block	mIAP act	hIAP block	Apaf1 inhib	NLRP3 yeast inh	TIM10 inh	tim10-1 inh
CN(C)/C=C/C(=O)c1ccn(S(=O)(=O)c2ccccc2)c1	-2	1	5	0.95	-4	-3	5	-1	8
CCOC(=O)C1(C)NC(c2cccs2)C2C(=O)N(c3ccc(C)cc3)C(=O)C21 (stereo not given)	-3	1	-4	1	0	4	3	-7	21
COc1ccc(CN(CCC#N)C(=S)NC(=O)c2ccccc2)cc1	-2	1.2	1	0.99	-19	-9	12	1	5
CCCCc1ccc(-c2ccc(Br)cc2)nc1	0	0.76	8	0.92	24	-9	5	10	15
Cc1ccc2nc(SCc3ccc([N+](=O)[O-])cc3)nc(C)c2c1	-8	0.91	6	0.94	9	13	19	-2	7
COc1ccc(C(CC(=O)O)NC(=O)C2CCCCC2)cc1 (stereo not given)	-2	1	0	1	-3	-2	6	-19	9
Cc1ccc(N(O)C(=O)NCCCCNC(=O)N(O)c2ccc(C)cc2)cc1	-8	0.97	6	0.94	3	24	6	-18	-5
CN(C)S(=O)(=O)n1cnc([C@H]2c3c(ncn3Cc3ccccc3)C[C@H]3COC(=O)[C@@H]32)c1	4	0.99	-5	1	0	-9	5	0	5
Cc1ccc(C)c(N2CCN(c3ccc(N4C(=O)COCC4=O)cc3[N+](=O)[O-])CC2)c1	-3	0.95	2	0.98	5	12	-3	-3	-5
COc1ccc(Br)cc1C(=O)Nc1cc(C)cc(C)c1	-3	0.87	-2	1	13	7	37	13	9
O=C(N/N=C1\CCc2ccccc21)c1ccccc1Cl	9	1.3	2	0.98	-35	-4	19	11	10
COc1ccc(CNC(=O)c2ccc(N(C)S(=O)(=O)c3ccc(C)cc3)cc2)cc1	0	1.1	-4	1	-5	20	35	14	33
COc1cc(CNn2c(C)n[nH]c2=S)cc(Br)c1OCc1ccc(F)cc1	-11	1	9	0.91	-2	12	17	17	32
Cc1cc(C)c2c(N)c(C(=O)c3ccc(Cl)cc3)sc2n1	-12	0.87	6	0.94	13	23	-21	11	30
O=C(COC(=O)/C=C/c1cccc(F)c1)Nc1ccccc1	10	0.99	-20	1.2	1	9	0	12	9
COc1cc2nc(C3CCC3)nc(N3CCN(c4ccccc4OC)CC3)c2cc1OC	4	0.95	0	1	5	14	23	39	30
COc1cc(SC)ccc1C(=O)N1CCN(c2ccccc2)CC1	-4	0.8	2	0.98	20	13	12	-6	21
COc1ccccc1Nc1ncnc2c1cnn2-c1cccc(C)c1	-3	1.1	-1	1	-12	20	27	15	15
O=C(CNC(=O)c1ccc(Br)cc1)NCC(=O)OCc1ccc(Cl)cc1	-4	1.1	4	0.96	-13	-4	15	-9	14
COc1ccc(-c2coc3c(CN4CCOCC4)c(O)ccc3c2=O)cc1	-5	1.1	1	0.99	-10	-20	15	11	-6
COCCN(Cc1cn(C)nc1-c1ccccc1F)C(C)C	22	0.85	2	0.98	15	2	20	-14	-3
